Compound activity from PubChem BioAssay.
eIF4E 4G PPI = blocks eIF4E binding to eIF4G | P63073+Q04637 | TR-FRET eIF4E-eIF4GI(517-606) binding, 2 h | inhibition, % at 21.7 µM | actives 0.37% (n = 220,000);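 active = inhibition above about 30%, limit read from the data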;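 note: 0% = full FRET control wells and 100% = background wells lacking eIF4GI fragment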
m-calpain inh = calpain II (pig) inhibition. purified calpain II, fluorogenic peptide substrate, 30 min. inhibition, % at 16 µM. actives 0.37% (n = 220,000). AID 1236;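 active = inhibition above about 50%, limit read from the data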
Rad51 HR inh = blocks human Rad51 in homologous recombination; Q06609; hRad51 DNA strand exchange, fluorescence dequenching; inhibition, % at 10 µM; actives 0.085% (n = 200,000);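 active = inhibition above 40% at the single screening dose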;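 note: 0% = DMSO control wells and 100% = blanks with heterologous ssDNA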
Target sequence (Q06609 whole entry, looked up): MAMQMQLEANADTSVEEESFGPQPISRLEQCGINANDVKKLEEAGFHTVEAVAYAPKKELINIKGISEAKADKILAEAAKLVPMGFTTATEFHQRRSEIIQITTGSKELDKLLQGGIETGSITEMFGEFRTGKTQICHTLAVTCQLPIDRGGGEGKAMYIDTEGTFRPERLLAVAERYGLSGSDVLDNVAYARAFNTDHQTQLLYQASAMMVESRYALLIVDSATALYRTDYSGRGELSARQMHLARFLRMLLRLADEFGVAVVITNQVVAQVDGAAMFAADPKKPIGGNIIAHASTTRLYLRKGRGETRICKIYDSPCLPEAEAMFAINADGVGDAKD
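Material: human Rad51–ssDNA filaments; Probe or stimulus: labelled 47-mer dsDNA for strand exchange; Doses: single 10 µM dose; Incubation: 37 °C 15-min filament assembly, 30-min compound preincubation, 15-min exchange; Technique: FRET fluorescence dequenching, excitation 485 nm, emission 520 nm; Measure: Fluorescence-based percent inhibition, control- and blank-normalised; Benchmarks: plate control and blank wells.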
PERK inh = blocks human PERK kinase. Q9NZJ5. CHO PERK-DD fusion, SEAP luminescence translation reporter. inhibition, % at 5.6 µM. actives 0.17% (n = 220,000). AID 1416;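 active = inhibition above the mean inhibition of all tested compounds plus 3 SD, set separately per screening campaign, cut at about 2.9% in these data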;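 note: PERK kinase domain activated by AP20187 dimerizer at 100 nM; 0% = DMSO with dimerizer and 100% = rapamycin at 8.4 µM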
Mdm2 ligase inh = blocks human Mdm2 ubiquitin ligase activity; cell-based MDM2 ubiquitination luciferase reporter, 2 h; 0 = plate control, 100 = twice control, blank-subtracted; Q00987; actives 0.11% (n = 210,000); signal enhancement, % at 5 µM;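 active = signal enhancement of 30% or more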;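 note: luminescence tracks abundance of the self-degrading MDM2-luciferase fusion protein; higher signal means inhibition of MDM2 E3 ligase activity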
Target sequence (Q00987 whole entry, looked up, the tested form may be a part): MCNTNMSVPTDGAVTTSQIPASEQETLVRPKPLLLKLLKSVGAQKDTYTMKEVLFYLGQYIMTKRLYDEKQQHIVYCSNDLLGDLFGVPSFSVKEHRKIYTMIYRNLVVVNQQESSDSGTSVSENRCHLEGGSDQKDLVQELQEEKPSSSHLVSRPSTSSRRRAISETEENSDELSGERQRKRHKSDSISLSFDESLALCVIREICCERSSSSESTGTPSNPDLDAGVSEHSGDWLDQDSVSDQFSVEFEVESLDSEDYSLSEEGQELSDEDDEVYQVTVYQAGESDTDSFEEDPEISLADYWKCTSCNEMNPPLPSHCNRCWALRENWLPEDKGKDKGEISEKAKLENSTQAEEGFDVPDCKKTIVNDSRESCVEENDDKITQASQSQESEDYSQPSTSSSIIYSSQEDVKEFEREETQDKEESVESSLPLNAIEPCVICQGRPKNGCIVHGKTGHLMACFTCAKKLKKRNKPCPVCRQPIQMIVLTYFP
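test system = mammalian cells stably expressing self-ubiquitinating, self-degrading MDM2 E3–luciferase fusion | quantity = 2000 cells/well | incubation = cell settling 4 h, compound treatment 2 h, both 37 °C | signal = luminescence with SteadyLite reagent, 15 min at room temperature | evaluation = % enhancement relative to plate controls after blank subtraction | benchmarks = plate controls and plate blanks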
EBV gp42 inh = inhibitors of Epstein-Barr virus glycoprotein 42 | Q1HVG2 | Fluorescence polarization binding assay, mP read-out | inhibition, % (tested at 21.74 µM) | actives 0.42% (n = 220,000); in the data active = inhibition above about 50%
Target sequence (Q1HVG2 whole entry, looked up): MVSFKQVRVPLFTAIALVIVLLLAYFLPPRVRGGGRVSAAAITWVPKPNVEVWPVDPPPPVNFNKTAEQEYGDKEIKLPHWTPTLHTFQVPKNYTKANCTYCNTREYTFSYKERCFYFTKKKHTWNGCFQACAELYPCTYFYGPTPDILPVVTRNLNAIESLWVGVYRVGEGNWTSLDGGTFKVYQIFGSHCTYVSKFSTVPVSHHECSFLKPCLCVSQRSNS
L929 necroptosis = blocks zVAD induced death of L929 cells; L929 zVAD necroptosis rescue, ATP luminescence, 24 h; with zVAD 60 µM; viability rescue, % at 10 µM; actives 0.38% (n = 220,000);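 active = activation, scaled between plate controls, above about 75%, limit read from the data; inactive = activation under that limit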;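 note: 0% = zVAD with DMSO and 100% = DMSO alone without zVAD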
TNF death inh = blocks TNF-alpha induced death of Jurkat FADD-/- cells | AID 463075 | actives 0.068% (n = 220,000) | Jurkat FADD-/- TNF necroptosis rescue, ATP luminescence, 24 h; 0 = TNF only, 100 = no-TNF cells | activation (protection from cell death), % at 10 µM;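 active = activation, meaning protection from cell death, of at least 50% relative to plate controls; inactive = activation below 50%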;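 note: necroptosis triggered by 40 ng/mL TNF-alpha added together with compound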
Cl transport mod = KCC2 (human) Cl- transport modulation; KCC2 cells, thallium flux FluoZin-2 fluorescence; B-score of Tl+ flux slope (higher = more flux/activation; lower = inhibition) at 10 µM; actives 2.2% (n = 190,000);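 active = thallium flux slope and its plate-corrected score both differing from the plate sample mean at a set confidence after two filtering rounds, in either direction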;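 note: slope of fluorescence scaled to starting intensity during 10 to 20 s after thallium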
Numbers without * were called inactive; i = inactive; / = not tested or not shown; [ ] = remark or other dose.

SMILES	eIF4E 4G PPI	m-calpain inh	Rad51 HR inh	PERK inh	Mdm2 ligase inh	EBV gp42 inh	L929 necroptosis	TNF death inh	Cl transport mod
Cc1nc(-c2ccc(-n3nncc3-c3ccco3)cc2)cs1	6	16	-12	-1.5	-7	-5	0.5	-2.3	-1.7
C/C(N)=C(/C#N)C(=O)CSc1nc2ccccc2[nH]1	11	-51	5	0.8	-12	-6	-0.2	-1.1	0.063
CCO[C@H]1OC(C(=O)N2CCN(Cc3ccc4c(c3)OCO4)CC2)=C[C@@H](c2csc3ccccc23)[C@@H]1CCCO	0	-27	-18	0.6	/	-4	1.0	-2.1	0.46
CN=C(Nc1cc(C)nn1CCC#N)c1ccccc1F	4	7	-2	1.8	-11	-10	0.2	-2.7	0.32
O=C(c1cc2n(n1)C(C(F)(F)F)CC(c1ccc(F)cc1)N2)N1CCCC1 (centres undefined)	-2	-26	-1	-1.3	-12	-11	0.0	0.0	0.44
C[C@@H]1CN(c2c(F)c(N)c3c(=O)c(C(=O)O)cn(C4CC4)c3c2F)C[C@H](C)N1	-1	5	/	2.0	/	-6	/	/	0.6
COCCn1nnnc1C(c1ccccc1Cl)N1CCN(c2ccccc2OC)CC1 (centres undefined)	2	14	-7	-0.2	2	-2	-0.1	-1.1	0.65
CCCC(C)NC(=O)Cc1ccccc1 (centres undefined)	4	15	4	1.3	-16	-19	-0.8	24	/
CCC(C)(C(=O)NC1CCCC1)N(Cc1ccco1)C(=O)c1ccccn1 (centres undefined)	2	13	-11	-0.8	-21	-6	0.6	0.0	/
COc1ccc(-c2nc(C)c(C(C)=O)n2O)cc1[N+](=O)[O-]	3	-10	-2	0.3	-8	-21	0.5	-2.5	0.5
COC(=O)C(C)N1C(=O)S/C(=C\c2cc(C)n(-c3ccccn3)c2C)C1=O (centres undefined)	3[fluorescence artefact?]	3	-13	-0.9	-12	-36	-0.2	-4.6	-0.044
C[N+](C)(C)CCNC(=O)c1c(O)c2c([nH]c1=O)CCCC2	6	-9	-5	0.3	-4	-21	0.8	0.0	/
COc1ccc(CN(C(=O)c2ccco2)c2ccc(C)c(C)c2)cc1	4	19	4	-0.2	-40	-7	0.2	-9.0	-1.9
Cc1c(C(=O)N2CCCCCC2)nnn1-c1nonc1N	-8	22	-6	0.6	-4	-9	-0.2	-0.6	1.1
Nc1cccc(C(=O)N/N=C/c2ccsc2)c1	-1	-19	-5	0.1	-7	12	1.5	-0.8	0.4
O=C(NCCCN1CCCC1=O)Nc1ccc(F)c(Cl)c1	6	-19	-2	-0.4	-10	-12	-0.1	-0.8	1.2
CCOc1ccc(N2CC(C(=O)Nc3cc(C)on3)CC2=O)cc1 (centres undefined)	6	25	3	0.4	-15	-1	0.4	0.2	0.77
CC1=NN(c2ccc(C)cc2C)C(=O)C1C(c1cccc(O)c1)C1C(=O)N(c2ccc(C)cc2C)N=C1C (centres undefined)	4[fluorescence artefact?]	-88	5	0.9	-12	2	0.7	2.0	-0.67
O=[N+]([O-])c1cccc(OCc2cn3cccnc3n2)c1	5	13	-25	0.2	-15	7	1.6	0.4	0.095
NNC(=O)c1cccc(COc2ccc(Br)cc2)c1	-1	9	4	0.4	-20	-8	1.2	1.7	-0.85
S=C(Nc1ccccc1Cl)N1CCOCC1	14	-6	3	0.8	2	1	-0.3	-1.2	-0.59
O=C(Cc1ccccc1)c1ccc2c(c1)OCCO2	1	-5	-21	0.9	-13	-5	2.4	0.7	-0.79
CCOCCCNC(=O)/C(C#N)=C/c1cc(Br)c(O)c(Br)c1	0	-3	/	1.1	-5	-6	-0.5	-16	-4*
Cc1ccc(-c2cc(N)n[nH]2)cc1	-6	26	-3	0.2	-1	-3	0.9	1.4	/
CCOc1cc(NC(=S)NCC2CCCO2)c(OCC)cc1NC(=O)c1ccc(F)cc1 (centres undefined)	1	-26	9	-0.2	-22	-15	3.3	0.0	-0.5
Cc1ccc(/C=N/Nc2nc(N3CCCCC3)nc(N3CCCCC3)n2)o1	-5	13	4	-0.1	-9	-13	1.3	1.8	0.17
Cc1nc2ccc(NC(=O)c3ccccc3)cc2s1	-1	-11	2	0.6	-1	-15	1.4	0.3	-0.34
CCOc1ccc(CC(=O)NCc2cn3c(C)csc3n2)cc1	-5	-42	0	-1.1	-4	0	-0.4	0.0	0.12
C#CCOCCOCCOCCNc1nc(N2CCN(C(=O)Cn3cc(CCO)nn3)CC2)nc(N2CCN(C(=O)[C@H]([C@@H](C)O)n3cc(CCCCN)nn3)CC2)n1	0	-19	2	0.5	/	-10	2.9	2.5	0.76
COc1ccc(-c2cc(=O)oc3cc(OC(=O)C4CCCCC4)c(Cl)cc23)cc1	-2[fluorescence artefact?]	i	2	1.4	-11	4	1.1	1.7	0.016
O=C(NNC1=C(C(=O)C(F)(F)F)CCC1)c1cccnc1	2	22	-6	-0.1	-15	-9	6.1	2.3	1
CCn1c(C)[n+](CCOCC[n+]2c(C)n(CC)c3cc(Cl)c(Cl)cc32)c2cc(Cl)c(Cl)cc21	-1	-16	2	0.1	-4	-48	0.1	0.7	-0.25
CNS(=O)(=O)c1cnccc1N1CCN(C)CC1	1[fluorescence artefact?]	3	/	0.6	-2	-14	1.3	0.5	0.54
Cc1onc(C(=O)NN)c1C(=O)N1CCN(C(c2ccccc2)c2ccccc2)CC1	-3	-71	-22	-0.6	-22	-12	-0.3	2.2	-2
O=C(CCC(=O)NNC(=O)COc1ccc(Br)cc1Br)NCc1ccccc1	2	-63	3	1.0	-1	-5	-0.1	1.8	-2.2
COc1ccccc1C1=NNC(=NCc2ccccc2)SC1	-2	-10	-20	-0.4	2	-19	15	40	-0.71

Shown as a hit in Cl transport mod, of those listed so far:
SMILES | eIF4E 4G PPI | m-calpain inh | PERK inh | Mdm2 ligase inh | EBV gp42 inh | Cl transport mod
CCOCCCNC(=O)/C(C#N)=C/c1cc(Br)c(O)c(Br)c1 | 0 | -3 | 1.1 | -5 | -6 | -4*

(next part)
SMILES	eIF4E 4G PPI	m-calpain inh	Rad51 HR inh	PERK inh	Mdm2 ligase inh	EBV gp42 inh	L929 necroptosis	TNF death inh	Cl transport mod
CCN(CC)S(=O)(=O)c1ccc(N/N=C(\C)c2ccc(OC)cc2O)nc1	-8	-45	28	-0.8	/	-7	50	-11	-1
O=C(CBr)N1CCc2ccccc2C(c2ccccc2)C1 (centres undefined)	3	-12	/	1.1	5	-13	-1.1	-9.6	-0.51
O=[N+]([O-])c1ccc(C(=S)N2CCC(Cc3ccccc3)CC2)cc1	3	11	-3	1.0	-15	3	0.2	1.3	-1.2
CC1CCCCN1S(=O)(=O)c1ccc(S(=O)(=O)N2CCN(c3ccccc3)CC2)cc1 (centres undefined)	0[fluorescence artefact?]	-43	1	0.6	-9	-7	0.9	1.2	/
CCOC(=O)c1cc(=O)n(Cc2ccccc2C)c2ccccc12	1	-18	-9	-0.5	-2	-19	0.2	-2.8	-1.3
CCOc1ccc(N2C(=O)CC(n3nc(C)cc3C)C2=O)cc1 (centres undefined)	6[fluorescence artefact?]	-14	3	0.6	-11	9	1.2	-0.8	0.43
C/C(=N\NC(=O)CNC(=O)c1ccncc1)c1ccc(C)cc1	3	14	9	0.0	-35	-11	7.8	-0.1	/
O=C(CN1C(=O)C(=O)N(Cc2ccco2)C1=O)NC1CCCCC1	-3	-15	0	0.2	-11	-20	2.2	0.4	0.71
O=C(CSc1ccc([N+](=O)[O-])cc1)Nc1cccc(S(=O)(=O)Nc2ccccc2F)c1	3	-6	29	0.9	-10	-21	0.0	0.6	0.75
C/C(N)=C(/C#N)C(=O)COC(=O)c1ccccc1Cc1ccccc1	1	5	-11	0.2	-2	-9	0.0	-3.4	0.026
Nc1ncnc(N(c2ccccc2)C2CCCCC2)c1[N+](=O)[O-]	9	-9	-2	1.2	-14	-28	-0.2	-2.4	/
CCCCn1nnnc1NCc1cccs1	-10	-24	-1	1.1	2	-1	-0.3	0.0	0.21

Only Mdm2 ligase inh (6 entries from above):
structure,Mdm2 ligase inh
Nc1ncnc(N(c2ccccc2)C2CCCCC2)c1[N+](=O)[O-],-14
O=[N+]([O-])c1ccc(C(=S)N2CCC(Cc3ccccc3)CC2)cc1,-15
O=C(CN1C(=O)C(=O)N(Cc2ccco2)C1=O)NC1CCCCC1,-11
C/C(=N\NC(=O)CNC(=O)c1ccncc1)c1ccc(C)cc1,-35
CC1CCCCN1S(=O)(=O)c1ccc(S(=O)(=O)N2CCN(c3ccccc3)CC2)cc1 (centres undefined),-9
C/C(N)=C(/C#N)C(=O)COC(=O)c1ccccc1Cc1ccccc1,-2

Further records follow.
SMILES	eIF4E 4G PPI	m-calpain inh	Rad51 HR inh	PERK inh	Mdm2 ligase inh	EBV gp42 inh	L929 necroptosis	TNF death inh	Cl transport mod
CCOc1ccc(S(=O)(=O)N(CC(N)=O)c2ccc(C)cc2)cc1	-1	-16	-4	0.5	-19	-16	-0.8	-1.8	-0.53
CS(=O)(=O)NN1C(=O)c2ccccc2NC1c1ccccc1O (centres undefined)	3	i	-7	0.8	-13	-5	1.4	-1.2	0.11
CC(C)c1nc(=S)n(-c2ccccc2)[nH]1	-2	9	-4	0.9	15	-7	1.7	1.2	-0.93
COc1ccc(NC(=O)C2CCCN2C(=O)Nc2cccc(F)c2)cc1 (centres undefined)	-1	-15	10	0.2	-7	-9	-0.5	-0.2	0.13
O=C(Nc1ccc(-c2nc3ccccc3[nH]2)cc1)c1ccc(N2C(=O)CCC2=O)cc1	-3	-230	-7	0.6	-5	-9	1.4	2.6	-1.2
CCOc1ccc(N2CC(C(=O)NC3=NCCS3)CC2=O)cc1 (centres undefined)	-3	18	-1	0.1	-6	-8	1.1	0.9	0.0039
CCn1c(C)nc2c1C(=O)c1ccccc1C2=O	-5	-12	-4	0.4	15	-5	0.2	-0.7	-0.7
CC(C)(Oc1ccc(Cl)cc1)C(=O)Nc1ncccn1	2	-12	8	0.9	-18	-11	0.3	-1.8	1
COc1ccc(/C=C2\CN(Cc3ccccc3)C/C(=C\c3ccc(OC)cc3OC)C2=O)c(OC)c1	-3[fluorescence artefact?]	-21	/	-1.1	-31	-28	0.5	-20	-1.7
CC(=O)[C@@]1(O)CC[C@H]2[C@@H]3CCC4=CC(=O)CC[C@]4(C)[C@H]3[C@@H](O)C[C@@]21C	-3	-13	0	-0.4	/	-12	67	0.8	-0.24
COc1ccccc1-n1cnc2sc(-c3ccccc3)cc2c1=O	4	18	/	-1.4	12	-7	-0.1	-2.5	0.065
Cc1c(C(=O)OCC(=O)N2CC(=O)Nc3ccccc32)oc2ccccc12	-3[fluorescence artefact?]	11	7	-0.2	11	-51	0.4	-1.3	-0.89
O=C(NCCN1CCCCCC1)C1CC(=O)N(CCc2ccccc2)C1 (centres undefined)	2	13	-6	0.3	5	-9	1.0	0.9	/
Cc1nnsc1C(=O)N/N=C/c1c(F)cccc1Cl	0	-6	-4	0.7	-17	-14	1.8	-1.1	-0.46
Cc1ccc(/C=N/NC(=O)C(C)Oc2ccccc2[N+](=O)[O-])s1 (centres undefined)	1[fluorescence artefact?]	24	/	-0.4	-5	1	-0.2	-0.1	0.86
N#Cc1nc(N2CCCC2)nc(N2CCCC2)n1	1	10	13	0.1	-11	-36	-0.2	-12	/
CCOc1ccc(NC(=O)C(C)Sc2nnnn2C)cc1 (centres undefined)	6	-18	4	1.3	-4	5	0.5	-0.9	0.29
